High-throughput results as filed in PubChem BioAssay.
MC4R antagonist: antagonists of human melanocortin 4 receptor (MC4R); 360,000 compounds, 0.48% hits; inhibition, % at 6.5 µM; MC4R-expressing cells, MTII-stimulated cAMP, LANCE TR-FRET; P32245;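 active = inhibition above its plate's cutoff, the mean of tested wells on that plate plus 3 SD, cut at about 29% in these data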;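 note: 0% = Melanotan II alone and 100% = Melanotan II plus saturating MCL0020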
Target sequence (P32245 whole entry, looked up): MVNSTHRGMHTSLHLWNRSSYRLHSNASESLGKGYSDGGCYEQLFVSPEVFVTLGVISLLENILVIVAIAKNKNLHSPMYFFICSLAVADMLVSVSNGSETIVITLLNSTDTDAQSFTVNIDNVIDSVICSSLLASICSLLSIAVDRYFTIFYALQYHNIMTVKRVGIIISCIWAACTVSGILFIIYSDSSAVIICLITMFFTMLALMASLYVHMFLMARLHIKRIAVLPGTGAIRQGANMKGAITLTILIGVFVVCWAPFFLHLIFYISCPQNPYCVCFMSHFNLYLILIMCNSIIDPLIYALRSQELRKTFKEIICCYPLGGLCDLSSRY
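Assay system: U2OS-MC4R stable cell line; Also added: Melanotan II; Technique: Eu-cAMP/anti-cAMP TR-FRET, emission 671 nm; Times: 30-min compound, 1-h challenge, 1-h detection, room temperature.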
iPSC survival up: increases survival of single human iPS cells; hiPSC single-cell survival, ATPlite luminescence; 100% = ROCK inhibitor wells, 0% = DMSO; survival enhancement, % at 20 µM; 360,000 compounds, 0.044% hits; AID 602274; in the data active = survival enhancement above about 18%;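 note: cells exposed to compounds for 16 hours before the ATP read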
ABCB6 inh 2: human ABCB6 transporter inhibition; AID 602162; 360,000 compounds, 0.19% hits; Q9NP58; fluorescence ratio to DMSO, % at 10 µM; K562-ABCB6 porphyrin accumulation, flow cytometry, 1 h; active compounds read low;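 active = fluorescence ratio to DMSO below 75%, the collection mean minus 3 SD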;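 note: signal is porphyrin accumulated inside mitochondria; 100% equals median channel fluorescence of DMSO control wells; lower ratio means ABCB6 inhibition with less porphyrin fluorescence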
MC4R ag barr: activates human MC4R beta-arrestin recruitment. P32245. 360,000 compounds, 0.98% hits. U2OS MC4R beta-arrestin complementation, luminescence; percent of melanotan II response, DMSO zero. activation, % at 8.9 µM;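 active = activation above a per-plate cutoff, the mean activation of sample wells on that plate plus 3 SD, cut at about 8% in these data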
ABHD5 PLIN5 PPI: inhibitors of human ABHD5-perilipin-5 interaction. AID 602281. Split G. princeps luciferase complementation, luminescence, 4 h. inhibition, % at 4 µM. 360,000 compounds, 0.78% hits;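 active = inhibition above the mean inhibition across every tested compound plus 3 SD, cut at about 22% in these data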;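 note: 0% = DMSO only wells and the 100% control is not disclosed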
m5-HT2A agonist: agonists of mouse serotonin 5-HT2A receptor (HTR2A); CHO-K1 mHTR2A beta-arrestin complementation, luminescence; percent of 30 µM serotonin response; activation, % at 7.6 µM; 360,000 compounds, 0.66% hits; AID 624169;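 active = activation above a run cutoff, the mean activation of all tested compounds plus 3 SD, cut at about 14% in these data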;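 note: 0% = plate median of compound wells and 100% = 30 µM serotonin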
Target sequence (P35363 whole entry, looked up): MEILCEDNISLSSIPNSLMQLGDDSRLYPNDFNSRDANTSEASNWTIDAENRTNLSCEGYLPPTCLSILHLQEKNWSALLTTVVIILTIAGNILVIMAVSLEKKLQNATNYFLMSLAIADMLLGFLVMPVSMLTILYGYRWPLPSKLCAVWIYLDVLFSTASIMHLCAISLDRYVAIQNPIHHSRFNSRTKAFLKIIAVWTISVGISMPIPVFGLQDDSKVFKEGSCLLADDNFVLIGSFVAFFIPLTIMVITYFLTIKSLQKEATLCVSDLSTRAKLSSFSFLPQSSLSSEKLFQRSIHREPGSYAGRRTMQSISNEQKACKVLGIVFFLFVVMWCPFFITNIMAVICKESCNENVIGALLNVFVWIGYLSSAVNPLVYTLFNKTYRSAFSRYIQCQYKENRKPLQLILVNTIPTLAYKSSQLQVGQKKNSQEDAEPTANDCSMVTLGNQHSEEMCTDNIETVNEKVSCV
Granule exo inh: blocks lytic granule exocytosis; TALL-104 LAMP-1 surface exposure, flow cytometry; cells stimulated with thapsigargin and PMA; inhibition, % at 10 µM; 360,000 compounds, 0.66% hits; AID 651702;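 active = inhibition above about 55%, limit read from the data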
Glyco luc inh: N-linked glycosylation inhibition; 360,000 compounds, 0.23% hits; reporter increase, % at 12.5 µM; AID 588692; D54 ERlucT glycosylation luciferase reporter, 24 h; percent of 100 nM tunicamycin response;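 active = mean luciferase reporter signal, scaled so untreated is 0 and the glycosylation-blocking control 100, at or above a set limit in every replicate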;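 note: luciferase carries N-glycosylation sites so blocking glycosylation raises the light; 0% = median of neutral control wells and 100% = median of 100 nM tunicamycin wells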
H9c2 protect: modulators protecting cardiomyocytes from myocardial damage. H9c2 cardiomyocytes, H2O2 injury protection, ATPLite, 2 h. protection from H2O2 cell death, % at 20 µM. 360,000 compounds, 0.63% hits;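 active = compounds giving at least 50% protection of heart cells from peroxide-induced death in the single-dose screen, raw or plate-pattern-corrected value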;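 note: 0% = DMSO wells with peroxide and 100% = DMSO wells without peroxide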
aDG glyco up: alpha-DG glycosylation activation. Pro5-aDG cells, alpha-DG glycosylation AlphaScreen (IIH6); 0% Pro5, 100% B10-LARGE cell signal. activation, % at 10 µM. 360,000 compounds, 0.22% hits;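 active = activation of at least 8% versus controls, or a plate z-score of at least 8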;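 note: Pro5 are CHO cells carrying HIG-tagged alpha-DG that lacks glycosylation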
Starred values were filed as active, the others as inactive; nt = no result given. Rows are unselected; overall some 4.5% were active at least once.

SMILES	MC4R antagonist	iPSC survival up	ABCB6 inh 2	MC4R ag barr	ABHD5 PLIN5 PPI	m5-HT2A agonist	Granule exo inh	Glyco luc inh	H9c2 protect	aDG glyco up
O=C(O)C1CCCN1S(=O)(=O)c1ccccc1 (stereo not drawn)	4	-3.7	100	-0.2	6	-1	2	3	4	-0.1
CCn1c(NCc2ccco2)nc2c1c(=O)n(C)c(=O)n2C	-6	-1.0	99	-3.2	-1	3	4	1	8	6.3*
O=C(Nc1ccccc1Cl)c1ccc(=O)[nH]n1	3	0.0	102	-1.8	6	-2	1	0	4	-0.2
CN(C)/C(Cn1cncn1)=C1/N=C(c2c(F)cccc2F)OC1=O	16	3.2	94	0.3	3	0	0	0	5	0.5
CCSc1nnc(NC(=O)C2CC(=O)N(Cc3ccc(C)cc3)C2)s1 (stereo not drawn)	-5	0.6	100	-0.1	9	2	-1	2	4	-0.4
O=c1[nH]c2cc3c(cc2cc1CN(Cc1cccnc1)C(=S)NCc1ccco1)OCO3	7	-0.4	93	0.4	-2	-4	-4	1	-1	-0.1
C/C(CC(C)(C)C1CCCCC1)=N\NC(N)=S	6	-3.6	96	1.2	-17	1	7	-1	-15	1.6
O=C(c1ccc(SCc2cccc(Br)c2)c([N+](=O)[O-])c1)N1CCN(c2ccccn2)CC1	5	-0.1	103	-1.8	2	6	-2	-1	-1	-0.1
Cc1cc(S(=O)(=O)NCc2ccccc2)ccc1OCC(=O)Nc1cccc([N+](=O)[O-])c1	11	-1.6	97	3.3	-4	-6	-2	-2	3	0.2
COc1ccc(S(=O)(=O)Nc2ccccn2)cc1C(=O)Nc1ccccc1	0	-0.3	107	-2.9	-9	-4	-1	1	4	0.0
c1ccc(-n2c(SCC3CCCCO3)nnc2-c2cnccn2)cc1 (stereo not drawn)	7	1.5	102	1.2	-1	-1	6	0	5	0.0
COc1ccc(OC)c(NC(=O)CCN2C(=O)c3ccccc3C2=O)c1	-1	0.1	94	-1.4	-11	-1	-8	0	3	-0.1
Cc1ccc(C)c(OCC(=O)NCCNC(=O)COc2cc(C)ccc2C)c1	-1	-1.3	94	-2.7	0	-5	-4	2	2	0.3
Cc1ccccc1OC1C(=O)N(Cc2ccc3c(c2)OCO3)C1c1sccc1C (stereo not drawn)	19	1.4	102	-0.8	1	-2	5	-11	-12	0.2
Cc1sc2ncnc(SCC#N)c2c1C	-26	-0.9	100	0.8	0	-3	-1	0	1	0.0
NC(=O)c1ccccc1N=Cc1cccnc1	-4	-0.3	99	0.8	3	-4	-7	-2	47	0.0
Cc1cccc(N(CC(=O)NC2CCCC2)C(=O)CS(=O)CC(=O)Nc2ccc3c(c2)OCO3)c1 (stereo not drawn)	4	2.0	89	-1.5	-9	-9	0	4	-9	0.2
COc1ccc(C(=O)N2CCC(n3nccc3NC(=O)C3CCOC3)CC2)cc1 (stereo not drawn)	-3	-0.6	95	-4.9	5	-5	-22	3	-2	-0.1
Clc1cccc(Cl)c1CNCCCSc1ncccn1	1	-0.1	97	-1.2	4	4	3	-1	3	0.0
CSc1nsc(SCC(=O)Nc2ccc(F)cc2F)n1	2	-0.4	96	0.6	-1	-10	0	0	-5	0.1
O=C(Nc1nc(-c2ccccc2)c(-c2ccccc2)s1)c1ccc(S(=O)(=O)N2CCCCC2)cc1	3	-0.7	98	-0.1	9	0	-4	-12	-12	0.1
O=C(NC1CC1)c1nc(Cn2ccc([N+](=O)[O-])n2)no1	10	0.3	94	0.5	4	0	-3	-2	2	-0.2
CC(C)(C)Cc1nc2ccccc2n1CCc1ccccc1	2	-2.0	101	1.5	-4	-7	3	3	-10	0.3
CCc1ccc(C(=O)NNC(=O)c2cc(S(=O)(=O)N(C)C)ccc2N2CCCC2)cc1	2	-0.5	98	-1.8	-5	-3	-2	2	-1	0.0
Cc1cc(C(=O)c2ccccc2)nc2ccccc12	0	10	99	1.4	-7	0	-2	0	0	0.2

Some of these compounds in order of molecular weight, ascending:
SMILES	MC4R antagonist	iPSC survival up	ABCB6 inh 2	MC4R ag barr	ABHD5 PLIN5 PPI	m5-HT2A agonist	Granule exo inh	Glyco luc inh	H9c2 protect	aDG glyco up
O=C(Nc1ccccc1Cl)c1ccc(=O)[nH]n1	3	0.0	102	-1.8	6	-2	1	0	4	-0.2
C/C(CC(C)(C)C1CCCCC1)=N\NC(N)=S	6	-3.6	96	1.2	-17	1	7	-1	-15	1.6
Cc1ccccc1OC1C(=O)N(Cc2ccc3c(c2)OCO3)C1c1sccc1C (stereo not drawn)	19	1.4	102	-0.8	1	-2	5	-11	-12	0.2

Next structures follow:
SMILES	MC4R antagonist	iPSC survival up	ABCB6 inh 2	MC4R ag barr	ABHD5 PLIN5 PPI	m5-HT2A agonist	Granule exo inh	Glyco luc inh	H9c2 protect	aDG glyco up
CCOc1ccc(NC(=O)CN(C)C(=O)c2cccnc2SC)cc1OCC	8	-0.4	103	-3.9	-4	-8	1	2	9	0.0
COc1ccc(-c2cc(C3CCN(c4cc(Cl)nc(N)n4)CC3)[nH]n2)cc1	-4	-0.5	98	-0.9	1	0	0	-12	-10	1.8
Cc1cc(-c2cc(-c3ccccc3)on2)nc(NCC2CC2)n1	1	-2.3	97	-0.8	-10	-2	-3	-2	-6	-0.1
CCCc1nnc(SCC(=O)Nc2nc(C)cs2)n1CCOC	3	-0.7	102	2.4	2	-6	-2	0	-2	0.0
CC1CC(C)CN(S(=O)(=O)c2cccc3cccnc23)C1 (stereo not drawn)	1	6.4	101	-0.2	-1	5	-4	-2	0	0.0
O=C(Nc1cnn(Cc2ccc(Cl)cc2Cl)c1)c1noc2c1CCCC2	4	1.5	80	2.8	-4	1	15	1	-18	0.1
O=C1CC(c2ccco2)Cc2c1cnn2-c1nc2ccccc2s1 (stereo not drawn)	11	-2.9	100	3.7	-2	5	-2	1	-3	-0.1
CCOc1ccccc1NC(=O)CCc1c(C)nn(-c2ccc(N3CCCCC3)nn2)c1C	-4	-0.1	101	-0.9	-4	6	-3	-1	12	-0.4
Cc1cccc(C#CC2=CC(=O)CC(C)(C)C2)c1	-6	-2.5	102	1.6	12	-3	-2	-5	-17	0.3
Nc1cc(C(=O)OCC(=O)NNC(=O)c2cccs2)ccc1Cl	-3	1.5	76	-1.1	-2	0	10	0	4	-0.1
CN1CCN(Cc2cn[nH]c2-c2ccc(F)cc2F)[C@@H](c2ccccc2)C1	-2	0.1	91	0.7	-1	-4	4	1	-2	-0.1
Cc1nc(Cc2nnc(SC(C)C(=O)Nc3ccccc3)o2)cs1 (stereo not drawn)	1	-0.7	97	-1.3	2	11	-4	0	2	-0.1
Cc1ccc(N2CC(C(=O)NCc3cccs3)CC2=O)cc1 (stereo not drawn)	0	0.2	100	1.0	12	-2	-4	1	1	0.1
CC(C)CNC(=O)C(=O)Nc1ccc(N(C)C)cc1	3	0.8	102	-3.1	2	-1	5	-3	-6	-0.4
COc1ccc(OC)c2sc(NC(=O)c3cccc(N4C(=O)CCC4=O)c3)nc12	7	0.3	97	-1.2	1	1	1	-1	16	-0.2
Cc1c(Cl)cnc(NC(=O)COC(=O)C2CC3CCCC(C2)C3=O)c1Cl (stereo not drawn)	13	-0.3	97	-1.9	3	1	2	0	1	-0.1
CCCCc1nnc(NC(=O)C(C)Sc2nc(N)cc(=O)[nH]2)s1 (stereo not drawn)	13	3.1	95	-0.1	-2	-3	0	2	-8	0.1
COc1ccc(C2C(C(C)=O)=C(O)C(=O)N2CCCn2ccnc2)cc1OC (stereo not drawn)	2	2.6	90	-0.5	11	4	-2	1	4	0.1
CS(=O)(=O)N(CC(=O)N1CCCC1)c1ccc(Cl)cc1	-6	0.5	90	0.2	6	4	-1	1	4	-0.1
CN(C)CCCN(C(=O)c1ccc(S(=O)(=O)N2CCc3ccccc32)cc1)c1nc2c(Cl)cccc2s1	7	-0.4	95	7.9	18	-13	10	2	-15	0.1
O=C(CCOc1ccccc1)NCC(c1ccco1)N1CCCCC1 (stereo not drawn)	7	-1.5	91	-1.0	-10	-1	-3	1	2	0.0
O=C(NCc1cccnc1)c1cc(C2CCCCN2C(=O)c2cccs2)on1 (stereo not drawn)	6	3.3	102	-1.6	-2	7	-1	2	-4	0.1
CCOc1ccc(-c2nc3n(c(=O)c2C#N)CCS3)cc1	0	2.1	98	-0.5	-4	-2	-1	-1	2	-0.1
CCc1ccc(NC(=O)CSc2nnc(-c3n[nH]c4ccccc34)n2-c2ccccc2)cc1	4	1.7	95	10*	-2	-5	-3	-4	-8	0.0
O=C(/C=C/c1ccco1)NC(=S)N1CCCCC1	4	-0.6	107	-0.6	-2	7	-7	1	5	-0.1

Other structures
SMILES	MC4R antagonist	iPSC survival up	ABCB6 inh 2	MC4R ag barr	ABHD5 PLIN5 PPI	m5-HT2A agonist	Granule exo inh	Glyco luc inh	H9c2 protect	aDG glyco up
NC(=O)c1ccc(NC(=O)CSc2nncn2-c2ccccc2)cc1	9	-0.3	98	1.4	7	7	-4	0	2	0.0
CN1C(=O)N(C)C2C1NC(=O)N2C (stereo not drawn)	3	-5.0	nt	-0.5	8	4	-2	1	2	0.0
COc1ccc(N(CC(O)CN2CCOCC2)S(=O)(=O)c2ccccc2)cc1 (stereo not drawn)	-4	-0.7	100	-0.2	-6	-6	-3	2	11	-0.1
O=c1c2cnn(-c3ccccc3)c2ncn1Cc1cccnc1	-1	11	96	1.4	9	6	-1	1	12	0.4
Clc1cccc(Cl)c1CSc1nnc([C@@H]2CCCN2)o1	7	0.7	97	0.0	1	-3	-3	1	-4	-0.2
CC(=O)c1ccc([N+](=O)[O-])cc1	4	3.1	99	1.5	5	2	1	3	0	3.6
CC1(C)CC(=O)CC(C2(O)C(=O)N(Cc3ccccc3)c3ccccc32)O1 (stereo not drawn)	-7	-0.1	94	-3.0	5	-3	-6	2	-14	0.5
CCS(=O)(=O)c1ccc2oc(SCC(=O)NCCC3=CCCCC3)nc2c1	6	3.8	96	-1.1	10	-1	2	-3	-9	-0.1
O=C(NCCN1CCOCC1)C1CCCN(S(=O)(=O)c2ccc(F)cc2)C1 (stereo not drawn)	4	-0.1	108	-5.5	3	-2	-1	2	1	0.0
Cc1cccc(NC(=O)CSc2nc3ccccc3c3nc(CCc4c(C)n[nH]c4C)nn23)c1	2	0.0	95	0.5	6	4	-8	-1	40	-0.4
CN(CCc1cnn(C)c1)C(=O)CCc1nnc(CCCc2ccccc2)o1	3	-0.3	97	2.2	0	0	2	1	5	-0.5
COc1cc(NC(=O)CS(=O)(=O)c2ccc(C)cc2)cc(OC)c1OC	2	1.7	102	1.2	3	2	3	1	4	-0.1
COCc1cc(C)nc(Oc2ccccc2)c1C#N	-8	-0.2	89	-1.4	-3	-4	1	0	2	-0.1
COC(=O)c1ccc2nc(-c3ccc(Cl)cc3)c(Cc3cccc(F)c3)n2c1	nt	0.7	94	nt	1	-1	-4	-4	-3	0.7
Cc1cc(C)cc(NS(=O)(=O)c2c(C(=O)N3CCCCCC3)c(C)n(C)c2C)c1	0	0.0	89	-2.2	1	-5	-1	-3	2	-0.1
O=C(Nc1nc2c(Br)cc(Br)cc2c(=O)s1)C1CCC1	2	-0.5	94	-1.8	-7	1	6	3	-3	-0.2
CC(C)(C)NS(=O)(=O)c1ccc(CCC(=O)Nc2ccc3c(c2)OCCO3)cc1	3	0.0	105	-1.1	3	-4	2	-2	3	0.0
